Bioassay records as filed in PubChem BioAssay.
NSD2 HMT inh = NSD2 histone methyltransferase inhibitors, primary screen, biochemical, AlphaScreen, single concentration, set 2. Histone-lysine N-methyltransferase NSD2 (Homo sapiens), O96028. NSD2 peptide methylation, 120 min. inhibition, % at 12.5 µM. 0.54% of 310,000 active. AID 743445, 2014; in the data active means inhibition above about 50%
Target sequence (O96028 whole entry, looked up): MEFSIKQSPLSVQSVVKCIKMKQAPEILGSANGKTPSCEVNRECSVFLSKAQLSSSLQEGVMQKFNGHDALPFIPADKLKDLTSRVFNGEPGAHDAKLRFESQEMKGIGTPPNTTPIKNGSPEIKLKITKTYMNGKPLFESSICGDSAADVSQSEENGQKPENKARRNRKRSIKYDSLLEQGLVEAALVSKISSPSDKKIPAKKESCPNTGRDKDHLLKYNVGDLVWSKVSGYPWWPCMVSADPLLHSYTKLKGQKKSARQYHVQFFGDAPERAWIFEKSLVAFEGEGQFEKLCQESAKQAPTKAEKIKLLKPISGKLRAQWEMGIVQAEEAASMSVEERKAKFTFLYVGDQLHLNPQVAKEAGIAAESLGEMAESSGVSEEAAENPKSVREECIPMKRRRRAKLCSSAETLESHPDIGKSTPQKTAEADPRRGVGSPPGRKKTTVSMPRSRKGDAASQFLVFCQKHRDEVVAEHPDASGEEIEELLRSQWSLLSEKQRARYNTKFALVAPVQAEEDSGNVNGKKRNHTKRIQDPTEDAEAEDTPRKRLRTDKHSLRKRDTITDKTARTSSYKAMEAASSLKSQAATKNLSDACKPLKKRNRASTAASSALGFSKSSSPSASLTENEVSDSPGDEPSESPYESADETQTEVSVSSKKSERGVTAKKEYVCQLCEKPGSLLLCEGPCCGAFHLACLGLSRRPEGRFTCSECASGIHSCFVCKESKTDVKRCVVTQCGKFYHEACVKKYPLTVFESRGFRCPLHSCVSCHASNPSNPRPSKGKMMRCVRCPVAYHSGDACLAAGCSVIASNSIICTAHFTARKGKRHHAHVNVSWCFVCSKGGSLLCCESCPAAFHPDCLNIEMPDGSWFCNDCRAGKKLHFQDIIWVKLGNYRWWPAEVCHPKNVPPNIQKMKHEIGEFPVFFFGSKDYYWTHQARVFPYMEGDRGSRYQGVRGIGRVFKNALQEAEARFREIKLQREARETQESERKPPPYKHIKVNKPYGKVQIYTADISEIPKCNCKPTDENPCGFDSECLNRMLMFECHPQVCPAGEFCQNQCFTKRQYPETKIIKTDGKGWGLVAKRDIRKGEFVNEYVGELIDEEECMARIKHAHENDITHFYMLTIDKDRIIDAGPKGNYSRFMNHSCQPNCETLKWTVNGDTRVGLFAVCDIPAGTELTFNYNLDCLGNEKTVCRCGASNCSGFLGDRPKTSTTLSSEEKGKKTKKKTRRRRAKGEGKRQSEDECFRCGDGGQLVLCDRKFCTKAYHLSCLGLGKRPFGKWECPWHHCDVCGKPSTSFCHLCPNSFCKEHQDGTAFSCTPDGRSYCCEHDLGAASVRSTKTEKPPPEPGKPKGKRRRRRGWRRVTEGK
PKA-R1A act = activators of PKA-R1A holoenzyme, primary screen, biochemical, fluorescence polarization, Cy5-IP20, bovine R1A, mouse PKAc; 0.083% of 340,000 active; activation, % at 11.4 µM; AID 504707, 2011; PKA-R1A dissociation; scaled: DMSO 0%, 113 µM cGMP 100%;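 active means percent activation above the mean of all tested compounds plus 3 SD, cut at about 19% in these data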;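 further: higher means more PKAc released from R1A so a rise in polarization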
dFosB act = activators of delta FosB homodimer, primary screen, biochemical, fluorescence polarization, TAMRA-CDK5 oligo, single point. Protein FosB (Mus musculus), P13346. purified delta FosB; percent of positive-control signal above neutral wells. activation, % at 25 µM. 0.99% of 340,000 active. AID 493131, 2011;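 active means mean activation above about 17%, with every replicate also reaching it, limit read from the data, passing the limit was not always enough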;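 further: fluorescence polarization rise as delta FosB binds a TAMRA Cdk5 AP-1 oligo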
MITF act = activators of MITF-driven TRPM1 promoter reporter, primary screen, cell-based, SK-MEL-5, luciferase, single point; 0.75% of 300,000 active; AID 588334, 2011; SK-MEL-5 TRPM1-promoter luciferase, 24 h; % of positive control, neutral wells = 0; activation, % at 12.5 µM;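 active means mean activation of at least 80% with every replicate also reaching 80%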;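 further: 0% = neutral control wells and 100% = parthenolide positive control wells; values of inactives mirror those of a sister screen read the other way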
SR-BI DiI-HDL act = activators of SR-BI mediated DiI-HDL uptake, primary screen, ldlA[mSR-BI] CHO cells, DiI fluorescence; activation, % at 12.5 µM; 3 h; 100 = double the neutral-control signal; 0.096% of 320,000 active;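 active means mean replicate activation of at least 60% and every replicate at or above 60%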;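 further: 0% = median plate neutral-control signal and 100% = twice that signal; values of inactives mirror those of a sister screen read the other way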
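System: CHO ldlA[mSR-BI] cells / Medium: HEPES-buffered (25 mM, pH 7.4) F12 plus 0.5% BSA / Probe or stimulus: labelled HDL, 10 µg/mL / Doses: single compound concentration, delivered by pin transfer / Schedule: 3 h, 37 °C / Measured by: DiI fluorescence, bottom read / Measure: cell-associated DiI fluorescence as measure of HDL uptake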
Mot1-301 SUMO = yeast Mot1-301 growth rescue at high temperature, primary screen, SUMOylation pathway inhibitor project, S. cerevisiae, ATP luminescence, 38.5C; S. cerevisiae Mot1-301 growth rescue; percent above DMSO median, 100 means doubled; growth rescue, % at 18.8 µM; 1% of 320,000 active; AID 2716, 2010;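 active means every valid replicate shows activation above 250% relative to neutral control wells; inactive means the rest, any valid replicate at or below 250%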;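 further: OY570 slx delta 5 strain wells were the positive control but not used for scaling; some compounds called inactive have numbers as strong as hits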
Pemphigus Ab inh = inhibitors of pemphigus antibody binding to DSG3, primary screen, biochemical, bead-based, flow cytometry, scFv-GFP. 0.48% of 310,000 active. binding (percent of control), % at 10 µM. DSG3-coupled beads, scFv-anti-DSG3-GFP binding; stronger effect = lower value. Desmoglein-3 (Homo sapiens), P32926;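 active means binding more than 3 SD below its plate's average and above zero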;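 further: hits lower antibody fragment binding to DSG3; some compounds called inactive have numbers as strong as hits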
SR-BI DiI inh = inhibitors of SR-BI mediated HDL lipid uptake, primary screen, ldlA[mSR-BI] cells, fluorescence, single point; AID 488896, 2010; 0.96% of 320,000 active; inhibition, % at 12.5 µM; Scavenger receptor class B member 1 (Mus musculus), Q61009; ldlA[mSR-BI] CHO cells, DiI-HDL uptake fluorescence, 3 h;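 active means mean replicate inhibition of at least 70% and a set share of replicates each scoring 70 or more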;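 further: 0% = median of neutral control wells and 100% = median of positive control wells; values of inactives mirror those of a sister screen read the other way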
Arrestin-AP2 inh = inhibitors of beta-arrestin/AP2 binding, primary screen, biochemical, GPCR trafficking, flow cytometry; beta-arrestin 1 C-terminal peptide binding to AP2 beta2-adaptin appendage (human); FITC-arrestin peptide / GST-AP2 beads; AP2 beta2 appendage carries R879A mutation; inhibition, % at 10 µM; 0.31% of 340,000 active;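 active means inhibition above a set limit, near 3 SD of compounds lacking own fluorescence, cut at about 54% in these data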;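 further: plate controls were DMSO wells for no effect and 5 µM unlabelled arrestin peptide for full effect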
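Material – GST-tagged AP2 beta2-adaptin appendage (R879A) on 4 µm glutathione beads · Probe or stimulus – fluorescein-tagged arrestin peptide at 50 nM final · Timing – 12 min plus 1 h, RT · Detection – bead flow cytometry, FITC channel · Read-out basis – inhibition as reduced fluorescein signal on beads, percent · Medium – PBS plus Tween 20 (0.05%) and BSA (0.1%)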
CDK5 inh = inhibitors of human CDK5/p35 kinase, primary screen, biochemical, single concentration | Cyclin-dependent kinase 5 (Homo sapiens) + Cyclin-dependent kinase 5 activator 1 (Homo … | Recombinant CDK5/p35, ADP-Glo luminescence, 60 min | inhibition, % at 10 µM | 0.01% of 330,000 active | AID 488839, 2010;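 active means highest replicate inhibition of at least 50% and at least 75% of replicates reaching 50%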;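 further: plate controls were DMSO neutral control for no effect and GW8510 at 10 µM for full effect; many of its hits are not listed in these tables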
PKA-R2B activ = activators of PKA-R2B holoenzyme, primary screen, biochemical, fluorescence polarization, Cy5-IP20, human. cAMP-dependent protein kinase catalytic subunit beta (Homo sapiens) + cAMP-dependent …. PKA-R2B holoenzyme dissociation; R2B truncated from residue 108, S112A mutant; 0% DMSO only, 100% 113 µM cGMP. activation, % at 11.4 µM. 0.079% of 340,000 active. AID 504700, 2011;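 active means activation above a cutoff set at the mean over all compounds plus 3 SD, cut at about 18% in these data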;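 further: higher means more holoenzyme dissociation and a rise in polarization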
* marks the source's active call; other numbers are inactive results.

How did CSc1nc2[nH]ncc2c(=O)[nH]1 do in these assays?
NSD2 HMT inh: -3; PKA-R1A act: -6; dFosB act: 3; MITF act: 0; SR-BI DiI-HDL act: 35; Mot1-301 SUMO: -10; Pemphigus Ab inh: 107; SR-BI DiI inh: -35; Arrestin-AP2 inh: 13; CDK5 inh: 0.2; PKA-R2B activ: -14

What do the screens show for `CCOC(=O)CSc1nc2cc(C(=O)OC)ccc2c(=O)n1CCN1CCOCC1`?
NSD2 HMT inh: -4; PKA-R1A act: -26; dFosB act: -3; SR-BI DiI-HDL act: 8; Mot1-301 SUMO: -4; Pemphigus Ab inh: 102; SR-BI DiI inh: -8; Arrestin-AP2 inh: 10; CDK5 inh: -0.9; PKA-R2B activ: -4

What do the screens show for `CC1CCN(CC(=O)Nc2ccc3c(c2)OCO3)CC1`?
NSD2 HMT inh: -4; PKA-R1A act: 1; dFosB act: 3; MITF act: 12; SR-BI DiI-HDL act: -9; Pemphigus Ab inh: 101; SR-BI DiI inh: 9; Arrestin-AP2 inh: -6; CDK5 inh: 1.2; PKA-R2B activ: 8

Results for COc1ccccc1-n1cc(-c2ccccc2)c2c(=S)nc[nH]c21 ?
NSD2 HMT inh: 9; PKA-R1A act: 4; dFosB act: -3; MITF act: -2; SR-BI DiI-HDL act: 4; Mot1-301 SUMO: 8; Pemphigus Ab inh: 93; SR-BI DiI inh: -4; Arrestin-AP2 inh: -6; CDK5 inh: 2.1; PKA-R2B activ: 2

Results for Clc1cccc(C2=NOC(c3nnc(-c4ccccc4)o3)C2)c1 (stereo not drawn) ?
PKA-R1A act: -10; dFosB act: 3; MITF act: 4; SR-BI DiI-HDL act: 12; Mot1-301 SUMO: 18; Pemphigus Ab inh: 105; SR-BI DiI inh: 6; Arrestin-AP2 inh: 23; CDK5 inh: 2.5; PKA-R2B activ: -8

What do the screens show for `Cc1ccc(/C=N/NC(=O)CNC(=O)COc2ccccc2)cc1`?
NSD2 HMT inh: -3; PKA-R1A act: -2; dFosB act: -12; MITF act: -3; SR-BI DiI-HDL act: 11; Mot1-301 SUMO: 20; Pemphigus Ab inh: 89; SR-BI DiI inh: -11; Arrestin-AP2 inh: -8; CDK5 inh: -0.4; PKA-R2B activ: -11

What do the screens show for `CNC(=O)C12CC3CC(C1)CC(c1ccc(C)cc1)(C3)C2`?
NSD2 HMT inh: -3; PKA-R1A act: -4; dFosB act: 7; MITF act: 11; SR-BI DiI-HDL act: -21; Mot1-301 SUMO: -10; Pemphigus Ab inh: 101; SR-BI DiI inh: 21; Arrestin-AP2 inh: 12; CDK5 inh: 0.6; PKA-R2B activ: 6

How did COc1ccc(N(CC(=O)NC2CC3CCC2C3)S(=O)(=O)c2ccccc2)cc1Cl (stereo not drawn) do in these assays?
NSD2 HMT inh: -3; PKA-R1A act: -12; dFosB act: -11; MITF act: 4; SR-BI DiI-HDL act: 0; Mot1-301 SUMO: 14; Pemphigus Ab inh: 101; SR-BI DiI inh: 0; Arrestin-AP2 inh: 2; CDK5 inh: 0.1; PKA-R2B activ: -4

Results for CCNC(=S)N/N=C/c1sc(N2CCCCC2)nc1-c1cccs1 ?
PKA-R1A act: 9; dFosB act: -1; MITF act: 39; SR-BI DiI-HDL act: -67; Mot1-301 SUMO: -24; Pemphigus Ab inh: 119; SR-BI DiI inh: 67; Arrestin-AP2 inh: 106*; CDK5 inh: 0.4; PKA-R2B activ: -8

Results for COc1cc2[nH]c3c(c2cc1OC)CCN1CCCC[C@@H]31 ?
PKA-R1A act: -7; dFosB act: -2; SR-BI DiI-HDL act: -13; Mot1-301 SUMO: 0; Pemphigus Ab inh: 91; SR-BI DiI inh: 13; Arrestin-AP2 inh: 13; CDK5 inh: 0.9; PKA-R2B activ: -4

What do the screens show for `O=C(Nc1ccccc1N1CCOCC1)c1ccc([N+](=O)[O-])o1`?
NSD2 HMT inh: -2; PKA-R1A act: 8; dFosB act: 0; MITF act: -60; SR-BI DiI-HDL act: -13; Mot1-301 SUMO: 38; Pemphigus Ab inh: 100; SR-BI DiI inh: 13; Arrestin-AP2 inh: 2; CDK5 inh: -0.2; PKA-R2B activ: -3

How did CN1OC[C@@H]2CN(C(=O)C(C)(C)C)[C@H](c3cccc(-c4ccccc4)c3)C[C@@H]21 do in these assays?
PKA-R1A act: -5; dFosB act: -4; MITF act: -1; SR-BI DiI-HDL act: 4; Pemphigus Ab inh: 106; SR-BI DiI inh: -4; Arrestin-AP2 inh: -12; CDK5 inh: 0.6; PKA-R2B activ: -2

What do the screens show for `O=C(NCCC1=CCCCC1)C(c1ccccc1)c1ccccc1`?
NSD2 HMT inh: 0; PKA-R1A act: -7; dFosB act: -3; MITF act: -6; SR-BI DiI-HDL act: 5; Mot1-301 SUMO: 17; Pemphigus Ab inh: 100; SR-BI DiI inh: -5; Arrestin-AP2 inh: -3; CDK5 inh: -0.7; PKA-R2B activ: -8

Results for CCC(C)(C)NC(=O)CN(C(=O)c1snc(C(N)=O)c1N)c1ccc2nc(C)sc2c1 ?
NSD2 HMT inh: 3; PKA-R1A act: 15; dFosB act: -4; MITF act: 2; SR-BI DiI-HDL act: -5; Mot1-301 SUMO: -11; Pemphigus Ab inh: 86; SR-BI DiI inh: 5; Arrestin-AP2 inh: 12; CDK5 inh: -0.6; PKA-R2B activ: 6

How did COc1ccccc1CN1C(=O)[C@@H]2Cc3c([nH]c4ccccc34)C(C)(C)N2C1=O do in these assays?
PKA-R1A act: 3; dFosB act: 0; MITF act: 2; SR-BI DiI-HDL act: -76; Mot1-301 SUMO: 125; Pemphigus Ab inh: 104; SR-BI DiI inh: 76*; Arrestin-AP2 inh: 8; CDK5 inh: -0.2; PKA-R2B activ: -2

Results for c1ccc(CNc2nc3ccccc3[nH]2)cc1 ?
NSD2 HMT inh: 1; PKA-R1A act: 0; dFosB act: -8; MITF act: 83*; SR-BI DiI-HDL act: -1; Mot1-301 SUMO: -10; Pemphigus Ab inh: 99; SR-BI DiI inh: 1; Arrestin-AP2 inh: -7; CDK5 inh: 1.4; PKA-R2B activ: 3

What do the screens show for `O=C(C1CCN(S(=O)(=O)c2cccc3nsnc23)CC1)N1CCn2c1nc1ccccc12`?
PKA-R1A act: 2; dFosB act: -11; MITF act: 5; SR-BI DiI-HDL act: -22; Mot1-301 SUMO: -7; Pemphigus Ab inh: 104; SR-BI DiI inh: 22; Arrestin-AP2 inh: -1; CDK5 inh: -1.4; PKA-R2B activ: -3

How did CC(=O)N1CCc2cc(S(=O)(=O)CCC(=O)NCCc3ccccc3)ccc21 do in these assays?
NSD2 HMT inh: -2; PKA-R1A act: -9; dFosB act: -1; MITF act: 1; SR-BI DiI-HDL act: 8; Mot1-301 SUMO: 197; SR-BI DiI inh: -8; Arrestin-AP2 inh: 3; CDK5 inh: 0.6; PKA-R2B activ: 5

What do the screens show for `Cc1cc(C)n(C(=O)c2ccc([N+](=O)[O-])cc2N)n1`?
NSD2 HMT inh: -3; PKA-R1A act: 0; dFosB act: 0; MITF act: 0; SR-BI DiI-HDL act: 3; Mot1-301 SUMO: -3; Pemphigus Ab inh: 107; SR-BI DiI inh: -3; Arrestin-AP2 inh: 6; CDK5 inh: -2.3; PKA-R2B activ: -3

How did Cc1ccccc1-c1nnc(SCC(=O)NC2CCS(=O)(=O)C2)n1C (stereo not drawn) do in these assays?
NSD2 HMT inh: -1; PKA-R1A act: 9; dFosB act: 6; SR-BI DiI-HDL act: 3; Mot1-301 SUMO: 21; Pemphigus Ab inh: 111; SR-BI DiI inh: -3; Arrestin-AP2 inh: 0; CDK5 inh: -0.5; PKA-R2B activ: 19*

What do the screens show for `CC1CCN(c2ccc3nnc(CCC(=O)Nc4cccc(F)c4)n3n2)CC1`?
NSD2 HMT inh: 2; PKA-R1A act: -10; dFosB act: -14; MITF act: 7; SR-BI DiI-HDL act: -24; Mot1-301 SUMO: -4; SR-BI DiI inh: 24; Arrestin-AP2 inh: -7; CDK5 inh: 0.1; PKA-R2B activ: -7

What do the screens show for `CCOC(=O)c1c(NC(=O)/C=C/C(=O)O)sc(C)c1-c1ccc(Cl)cc1`?
NSD2 HMT inh: 10; PKA-R1A act: -5; dFosB act: -10; MITF act: -9; SR-BI DiI-HDL act: 26; Mot1-301 SUMO: -18; Pemphigus Ab inh: 98; SR-BI DiI inh: -26; Arrestin-AP2 inh: 18; CDK5 inh: 1.6; PKA-R2B activ: -13

Results for O=C(O)Cn1c(=O)c2c3c(sc2n(Cc2ccccc2)c1=O)CCCC3 ?
NSD2 HMT inh: 1; PKA-R1A act: 0; dFosB act: -4; MITF act: 20; Mot1-301 SUMO: 2; Pemphigus Ab inh: 93; Arrestin-AP2 inh: -14; CDK5 inh: -0.4; PKA-R2B activ: -2

Results for CCOC(=O)COc1ccc(S(=O)(=O)NCc2cccnc2)cc1 ?
NSD2 HMT inh: -1; PKA-R1A act: -11; dFosB act: 5; MITF act: 2; SR-BI DiI-HDL act: 4; Mot1-301 SUMO: 8; Pemphigus Ab inh: 101; SR-BI DiI inh: -4; Arrestin-AP2 inh: -6; CDK5 inh: -0.1; PKA-R2B activ: 2
